HCMV inh: qHTS Assay for inhibitors of the human cytomegalovirus (HCMV); HFF cells, HCMV-luciferase reporter, 72 h; hits give low values; activity change, negative = inhibition, % at 57.5 µM; 4.5% of 410,000 active; AID 1259415, 2018; in the data active = activity change below about -60%; inconclusive = no clear call, values can overlap the other calls; inactive = above about -39%
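Two compound doses tested in HFFs infected with HCMV-luciferase, MOI 1 PFU/cell, 72 h at 37C. Lysate luminescence read with OneGlo; data normalized against buffer-only and 10uM Salinomycin inhibitor controls.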
AMA1-RON2 inh: qHTS for Inhibitors of AMA1-RON; Towards Development of Antimalarial Drug Lead: Primary Screen; Plasmodium falciparum AMA1 (3D7) - RON2 peptide interaction; AlphaScreen AMA1-biotinylated RON2 peptide binding; Potency, µM (top dose mostly 58.2 µM), for inactives: top-dose activity change, negative = inhibition, hits mostly inhibitors; 0.2% of 360,000 active;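 also: potency is read from the fitted curve at half-maximal effect; 0% = vehicle wells and -100% = peptide control; nearly all actives have a fitted effect of over 45% in size; some results filed as inactive show a strong effect at the top dose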
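AMA1 (3D7) with his tag at 25 nM final met compounds first, then biotinylated RON2 peptide at 25 nM; detection used donor plus acceptor beads, 10 µg/mL apiece, read by AlphaScreen after 30 min at room temperature.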
AmpC no deterg: qHTS Inhibitors of AmpC Beta-Lactamase (assay without detergent). P00811. 0.52% of 330,000 active. AmpC nitrocefin hydrolysis, absorbance 480 nm, 0.0001% Triton. Potency, µM (top dose mostly 57.1 µM), for inactives: top-dose activity change, negative = inhibition, actives largely listed as inhibitors;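 also: potency is read from the fitted curve at half-maximal effect; plate controls were no compound for no effect and no enzyme for full effect; nearly all actives have a fitted effect of over 20% in size; some results filed as inactive show a strong effect at the top dose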
Target sequence (P00811 whole entry, looked up): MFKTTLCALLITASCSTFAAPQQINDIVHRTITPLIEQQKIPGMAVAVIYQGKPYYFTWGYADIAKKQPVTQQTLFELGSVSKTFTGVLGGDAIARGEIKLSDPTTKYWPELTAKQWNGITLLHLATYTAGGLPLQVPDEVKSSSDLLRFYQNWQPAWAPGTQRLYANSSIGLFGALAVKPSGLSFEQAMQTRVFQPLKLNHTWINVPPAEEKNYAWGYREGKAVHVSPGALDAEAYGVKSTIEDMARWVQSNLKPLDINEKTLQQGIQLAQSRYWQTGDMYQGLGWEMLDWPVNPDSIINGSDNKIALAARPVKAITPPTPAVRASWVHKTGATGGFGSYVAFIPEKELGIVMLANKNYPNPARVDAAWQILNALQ
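AmpC (5.3 nM in the dispensed reagent) in 20 mM phosphate pH 7.0 with 0.01% (detergent screen) or 0.0001% Triton X-100 was preincubated with compounds for 15 min at room temperature. Nitrocefin was then added from an 800 uM solution, and hydrolysis was followed at 480 nm.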
AmpC detergent: qHTS Inhibitors of AmpC Beta-Lactamase (assay with detergent). P00811. AmpC hydrolysis of nitrocefin, absorbance 480 nm, 0.01% Triton. Potency, µM (titrated, usually from 114 µM), for the others: at the highest dose activity change, negative = inhibition, actives largely listed as inhibitors. 0.041% of 370,000 active. AID 485294, 2010;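 also: potency is read from the fitted curve at half-maximal effect; 0% = no-compound wells and -100% = no-enzyme wells; nearly all actives have a fitted effect of over 25% in size; some results filed as inactive show a strong effect at the top dose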
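20 mM phosphate pH 7.0 + 0.01% (detergent screen) or 0.0001% Triton X-100; 5.3 nM AmpC reagent; cpd preinc 15 min RT; nitrocefin (800 uM stock) to start; A480 q20 s × 4 min; Activity was normalised to no-enzyme and no-compound control wells.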
Sm TGR inh: qHTS Assay for the Inhibitors of Schistosoma Mansoni Peroxiredoxins. 3% of 360,000 active. AID 485364, 2010. purified TGR, DTNB reduction, TNB absorbance 405 nm. Schistosoma mansoni thioredoxin glutathione reductase (TGR), Q962Y6. Potency, µM (doses to about 114 µM), inactives show at the highest dose activity change, negative = inhibition, usual class: inhibitors; also: potency is read from the fitted curve at half-maximal effect; nearly all actives have a fitted effect of over 60% in size
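TGR 20 nM + NADPH 100 uM (dispensed conc.), cpd preinc 15 min RT; start with NADPH (500 uM addition) then DTNB (15 mM addition). Kinetic TNB absorbance, 405 nm filter. Four-parameter Hill fit across titration.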
Giardia FBPA inh: qHTS Assay for Inhibitors of Fructose-1,6-bisphosphate Aldolase from Giardia Lamblia; A8B2U2; AID 2451, 2010; Potency, µM (highest dose often 59.6 µM), inactives show at the highest dose activity, negative = inhibition, hits mostly inhibitors; 0.71% of 290,000 active; purified Giardia FBPA; also: potency is read from the fitted curve at half-maximal effect; nearly all actives have a fitted effect of over 55% in size
Target sequence (A8B2U2 whole entry, looked up): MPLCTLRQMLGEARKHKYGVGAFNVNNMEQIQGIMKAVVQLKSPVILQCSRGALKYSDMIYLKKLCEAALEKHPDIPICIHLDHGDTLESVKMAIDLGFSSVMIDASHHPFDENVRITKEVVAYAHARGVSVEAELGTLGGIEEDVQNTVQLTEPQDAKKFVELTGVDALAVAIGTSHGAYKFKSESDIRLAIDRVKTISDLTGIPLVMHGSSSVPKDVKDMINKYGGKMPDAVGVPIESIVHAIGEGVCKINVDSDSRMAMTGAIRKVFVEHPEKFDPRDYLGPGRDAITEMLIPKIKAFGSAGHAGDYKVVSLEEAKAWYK
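40 nM FBPA preincubated 10 min at RT with compound (up to 57.5 uM final), then substrate plus GAPDH/TPI/NAD/arsenate coupling and diaphorase/resazurin added. Fluorescence read after 20 min at RT, 525/598 nm.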
Active calls of the source: *; ? = inconclusive; / = no result given; & = joins results of further samples; [ ] = dose if it differs, or a comment. Unless noted, calls follow the shape of the dose curve; as a rule, active = well fitted curve in the direction sought with a large enough effect; inconclusive = small, poorly fitted or top-dose-only effect, or another doubt; inactive = no such curve, though single readings can be large; an effect the other way counts as inactive or inconclusive. Unless noted, % is scaled to controls: 0 for no effect and ±100 for the full control effect.

Every second line gives: HCMV inh | AMA1-RON2 inh | AmpC no deterg | AmpC detergent | Sm TGR inh | Giardia FBPA inh
1. O=C(NCc1ccco1)c1cc(-c2ccccc2)nc2ccccc12
 : -20 | 7% | -22% | -14% | 31% | 1%
2. Cc1ccc(SCc2ccc(C(=O)Nc3cccc([N+](=O)[O-])c3)cc2)cc1
 : 35 | 12% | -29% | -14% | -7% | 2%
3. NS(=O)(=O)c1ccc(CCNC(=O)CSc2ccc3ccccc3c2)cc1
 : -12 | -4% | -32% | 0% | -13% | 0%
4. CCC1CN(C(=O)N2CCC(C(=O)NCc3cccc(F)c3)CC2)c2ccccc2O1 (stereo unspecified)
 : -8 | 4% | 139%[activator] | -6% | -3% | /
5. Cc1ccc(NC(=O)N/C=C/c2ccco2)cc1
 : 67 | -27% | -18% | -1% | ? | ?
6. NC(=O)c1c(NC(=O)c2cccnc2)sc2c1CCCC2
 : 17 | 4% | -25% | ? | 1% | -3%
7. NC(=O)CSc1nnc(-c2cccc(S(=O)(=O)N3CCOCC3)c2)n1C1CCCCCC1
 : -19 | 5% | -1% | 5% | -30% | 3%
8. COc1ccc(C(=O)n2nc(N)c3cc4ccc(C)cc4nc32)cc1OC
 : 4 | / | / | 11% | 0% | /
9. O=C(NCc1nnnn1-c1ccc(F)cc1)C1CC(=O)N(c2ccc(F)cc2)C1 (stereo unspecified)
 : 10 | -18% | -20% | ? | -4% | /
10. Cc1ccc(S(=O)(=O)N2CC2(C)CCl)cc1 (stereo unspecified)
 : -25 | 0% | -23% | 4% | 50µM* | -6%
11. CCC/C(=N\NC(=O)c1cccc(C)c1)c1ccccc1
 : -23 | 87%[activator] | -29% | 6% | 22% | 6%
12. O=C(CCn1c(=O)c2cccn2c2cccnc21)N1CCN(c2cccc(Cl)c2)CC1
 : -2 | 0% | 36% | -4%&-9% | -1%&-1% | /
13. C/C(N)=C(/C#N)C(=O)COC(=O)c1ccccc1O
 : 8 | -18% | -22% | ? | 1% | 6%
14. CCC(CC)c1nnc(NC(=O)c2cccnc2SC)s1
 : -33 | -10% | -11% | 2% | -6% | 5%
15. CC(=O)Nc1ccc(S(=O)(=O)NNC(=O)c2cccc(Cl)c2)cc1
 : 5 | 10% | -30% | -13% | 0% | -8%
16. COc1ccccc1CCNC(=O)c1ccccc1SCC(=O)N1CCCC1
 : -16 | 16% | -3% | 2% | 0% | /
17. CC#CP(=O)(OCC)C(O)(c1ccccc1)C(F)(F)F (stereo unspecified)
 : 34 | 7% | -2% | ? | -8% | 5%
18. CCN1CCN(c2cc(C)c3cc(NC(=O)c4cccc(C(F)(F)F)c4)ccc3n2)CC1
 : -30 | / | / | 6% | 9% | /
19. Cc1ccccc1-n1c(=O)c2c3c(sc2n2cnnc12)CCCC3
 : -12 | / | / | 17% | 7% | /
20. COc1cc(/C=C\C(=O)O)cc(S(=O)(=O)N2CCCCCC2)c1OC
 : 93 | -12% | -27% | 3% | ? | -10%
21. Cc1cc2oc(=O)cc(CN3CCN(S(=O)(=O)c4cccs4)CC3)c2cc1C(C)C
 : 13 | 16%[11.6 µM] | -17% | -7% | -7% | -2%
22. O=Cc1c(N2CCOCC2)nc2ccccn2c1=O
 : -36 | 0% | -4% | 9% | 3% | 0%
23. NC(=O)Cn1cc(/C=N\NS(=O)(=O)c2ccccc2)c2ccccc21
 : 35 | -3% | -8% | ? | -19% | 5%
24. COc1ccc(N2CC(NC(=O)c3ccc(S(=O)(=O)N4CCOCC4)cc3)CC2=O)cc1 (stereo unspecified)
 : -29 | / | / | -2% | 1% | /
25. COCC(=O)N1CCC(n2nccc2NC(=O)CCOc2ccccc2)CC1
 : 55 | 1% | -2% | -1% | -1% | /
26. NC(=S)N/N=C/c1ccc(-c2cc(Cl)ccc2Cl)o1
 : -24 | 52%[activator] | -47% | ? | -35% | -7%
27. CC(C)OC(=O)c1cccc2c1C(=O)c1ccccc1-2
 : 18 | -14% | -14% | -6% | -8% | -5%
28. NC(=O)C[C@H](N)c1cn([C@@H](CC(N)=O)C(=O)N2CCNCC2)nn1
 : -60* | 12% | -21% | -11% | -4% | /
29. CNS(=O)(=O)c1cc2c3c(cccc3c1)C(=O)NC2=O
 : ? | 2% | -4% | 4% | -2% | 7%
30. Cc1ccc(Cl)cc1N1CCN(C(=O)c2ccc(NC3=NC4CS(=O)(=O)CC4S3)cc2)CC1 (stereo unspecified)
 : 34 | 38%[activator] | 184%[activator] | 2% | 1% | /
31. COc1ccc(OC)c(CNc2c(C=O)c(=O)[nH]c3ccccc23)c1
 : 28 | -7% | -32% | -2% | 0% | -1%
32. CCn1c(=S)sc2c(=O)n(CC(=O)NC(C)CCc3ccccc3)c(C)nc21 (stereo unspecified)
 : -21 | 0% | -7% | -8% | -10% | -2%
33. O=S(=O)(Nc1ncccn1)c1ccc(NC(=S)NCCc2ccc(Cl)cc2)cc1
 : -8 | 1% | -44% | -3% | ? | -3%
34. CCCN1C(=O)/C(=c2\sc3nc(=O)c(Cc4ccc(C)cc4)nn3c2=O)c2ccccc21
 : -2 | 9% | -9% | -8% | / | -18%
35. CCN(CCO)Cc1cn[nH]c1-c1ccc(C)c(C)c1
 : -2 | -7% | -6% | ? | -1% | -14%
36. O=C(O)c1cccc(NS(=O)(=O)c2cc(S(=O)(=O)c3ccc(Cl)cc3)ccc2Cl)c1
 : 9 | 4% | -24% | 2% | 1% | /
37. Cc1ccc(CNC(=O)C(C)n2nc(C)c3sc4ccccc4c3c2=O)cc1 (stereo unspecified)
 : -1 | / | / | 4% | 4% | /
38. O=C(NCCCN1CCOCC1)c1cccs1
 : -33 | -7% | 6% | -3% | 0% | 17%
39. COc1ccc(C(=O)Nc2nc3ccccc3s2)c(OC)c1
 : -97* | -1% | 52% | -4% | -4% | -2%
40. Cc1ccc(C2(C)CC(C)(C)N(C(=O)CSc3nnc(C)s3)c3ccccc32)cc1 (stereo unspecified)
 : -39 | -4% | 36% | -18% | 0% | -3%

Structures above containing an NH in an aromatic ring:
Every second line gives: HCMV inh | AMA1-RON2 inh | AmpC no deterg | AmpC detergent | Sm TGR inh | Giardia FBPA inh
31. COc1ccc(OC)c(CNc2c(C=O)c(=O)[nH]c3ccccc23)c1
 : 28 | -7% | -32% | -2% | 0% | -1%
35. CCN(CCO)Cc1cn[nH]c1-c1ccc(C)c(C)c1
 : -2 | -7% | -6% | ? | -1% | -14%

Additional compounds:
Every second line gives: HCMV inh | AMA1-RON2 inh | AmpC no deterg | AmpC detergent | Sm TGR inh | Giardia FBPA inh
41. CC1(C)CCC[C@@]2(C)CC=C(C(=O)O)[C@@H]3C[C@]312
 : 16 | 1% | -15% | 4% | 0% | /
42. O=c1c2cc(-c3ccccc3)sc2ncn1-n1cccc1
 : -18 | 2% | -10% | -9% | 10% | 2%
43. CCc1ccc(CN(C)C(C)C(=O)NCc2ccccc2)cc1 (stereo unspecified)
 : 23 | -1% | 23% | -8% | -24% | -1%
44. CN(Cc1cn[nH]c1-c1ccc2c(c1)OCO2)C1CCOCC1
 : 9 | 6% | -20% | 2% | -1%[57.1 µM] | -1%
45. Cc1cc(C(=O)N2CCc3ccccc32)n(-c2ccccc2)n1
 : 66 | -1% | -98% | -17% | 0% | -7%
46. CCOCCCNC(=O)C(Cc1ccccc1)NC(=O)c1ccco1 (stereo unspecified)
 : 35 | -3% | 5% | ? | 2% | -1%
47. CC(=O)C1=C(C)NC(=O)NC1c1cc(Br)ccc1OCC(N)=O (stereo unspecified)
 : -27 | -3% | 0% | -4% | -22% | -5%
48. CCOP(=O)(OCC)c1nc(-c2ccc(Cl)cc2Cl)oc1N1CCOCC1
 : -12 | -8% | 226%[activator] | 4% | / | 0%
49. Cc1ccc2oc(-c3cccc(NC(=O)c4sc5c([N+](=O)[O-])cccc5c4Cl)c3)nc2c1
 : 24 | / | / | 0% | 0% | /
50. COc1cc(C(=O)Nc2ccc(S(=O)(=O)Nc3onc(C)c3C)cc2)cc(OC)c1OC
 : 14 | 4% | -19% | ? | -4% | -5%
51. CCOc1ccccc1N1CCN(Cc2ccc(OC)c(OC)c2OC)CC1
 : 1 | ? | 13% | 2% | -8% | 12%
52. CCOc1ccc(N2C(=O)/C(=C/c3ccco3)C(=O)NC2=S)cc1
 : / | 4µM* | 13µM* | ? | 22µM* | 8%
53. Cc1nc2ncnn2c(C)c1CCC(=O)NCCC1=CCCCC1
 : -40 | -4% | 6% | 4% | 12% | 13%
54. O=C(CSc1nnc2ccccn12)c1ccc(Cl)cc1
 : -34 | 0% | -37% | -6% | -16% | -4%
55. O=C(N1CCN(c2cccc(Cl)c2)CC1)C1(c2cccs2)CCOCC1
 : ? | -7% | -6% | 0% | -2% | 4%
56. CC(=O)c1ccc(-c2nc3ccccc3n2C)o1
 : 135 | 0% | -18% | ? | 40µM* | -14%
57. Cc1ccc(OCC(=O)Nc2nnc(S(=O)(=O)N3CCCCC3)s2)cc1
 : 45 | 10% | ? | ? | -10% | /
58. CCCC(=O)Nc1c(O)c2ccccc2[nH]c1=O
 : 13 | 8% | -12% | -10% | 1% | -11%
59. O=C1CCC2CCCCC2(O)O1 (stereo unspecified)
 : 34 | -3% | -6% | ? | 2% | 10%
60. Cc1ccc(C(=O)N/C(=C\c2cccs2)C(=O)NCCCN2CCOCC2)cc1
 : -25 | -3% | -4% | 3% | -4% | 4%
61. COc1ccccc1/C=C1\SC(N2CCC(C)CC2)=NC1=O
 : 1 | 30% | -1% | -7% | 4% | 7%
62. CCOC(=O)c1ccc(NC(=O)C2COc3ccccc3O2)cc1 (stereo unspecified)
 : -14 | -11% | -26% | -11% | 9% | 5%
63. O=C(CO/N=C/c1ccc(OC(F)F)cc1)N1CCc2ccccc21
 : 19 | 2% | -28% | 1% | -4% | 2%
64. Cc1ccc(S(=O)(=O)NCCc2cn3ccsc3n2)cc1
 : -30 | / | / | -3% | -17% | /
65. O=C(c1cc(-c2ccccc2)on1)N1CCCC1
 : 60 | -7% | -7% | 1% | 6% | 2%
66. Cc1ccc(CNC(N)=S)cc1
 : 7 | 5% | -7% | -3% | -7% | 1%
67. Cc1ccc(S(=O)(=O)Nc2cccc3ncccc23)cc1
 : 12 | 11% | -26% | 2% | -1% | -3%
68. Cc1cccc(C)c1NC(=O)CCCn1c(=O)c2cccn2c2ccccc21
 : ? | / | / | 15% | -14% | /
69. COC(=O)c1cn(NC(=O)c2cnccn2)c(=O)c2ccccc12
 : 32 | -54% | -13% | -12% | 5% | ?
70. COc1ccc(C2=CC(=O)OC3(CCCCC3)O2)cc1
 : -2 | -6% | -1% | -1% | -18% | 4%
71. COc1ccc(CNC(=O)CN(C(=O)c2cc3sccc3n2C)C2CCCC2)cc1
 : 40 | -10% | -11% | 2% | -1% | 0%

High-throughput results (PubChem BioAssay)
